Screens (PubChem BioAssay)
aDG glyco up: activators of alpha-DG glycosylation, primary screen, uHTS, Pro5-aDG cells, AlphaScreen. activation, % at 10 µM. AID 624168, 2012. 360,000 tested, 0.22% active. alpha-DG glycosylation AlphaScreen (IIH6); 0% Pro5, 100% B10-LARGE cell signal;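 active = activation of at least 8% versus controls, or a plate z-score of at least 8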;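 note: Pro5 are CHO cells carrying HIG-tagged alpha-DG that lacks glycosylation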
Vif imaging: HIV Vif self-association inhibitors, primary screen, imaging, HEK293T, single point | HEK293T cells, Vif self-association by quenched fluorescence, 24 h | inhibition, % at 7.49 µM | 340,000 tested, 0.35% active | AID 602346, 2012; in the data active = inhibition above about 50%, passing the limit was not always enough; note: some results filed as inactive read as strong as hits
MC4R ag barr: MC4R agonists recruiting beta-arrestin, primary screen, cell-based, luminescence, agonist arm of biased-ligand search; U2OS MC4R beta-arrestin complementation; percent of melanotan II response, DMSO zero; AID 540308, 2011; 360,000 tested, 0.98% active; Melanocortin receptor 4 (Homo sapiens), P32245; activation, % at 8.9 µM;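 active = activation above a per-plate cutoff, the mean activation of sample wells on that plate plus 3 SD, cut at about 8% in these data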
TLR9-MyD88 inh: inhibitors of TLR9-MyD88 association in cells, primary screen, cell-based, CHO, BLA complementation, fluorescence. Toll-like receptor 9 (Homo sapiens) + Myeloid differentiation primary response protein …. CCF4 FRET ratio. inhibition, % at 4.98 µM. 340,000 tested, 0.21% active. AID 504734, 2011;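 active = inhibition above the mean over all tested compounds plus 3 SD, cut at about 21% in these data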;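 note: 0% = DMSO only wells and 100% = clavulanate BLA inhibitor control wells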
Target sequence (Q99836 whole entry, looked up): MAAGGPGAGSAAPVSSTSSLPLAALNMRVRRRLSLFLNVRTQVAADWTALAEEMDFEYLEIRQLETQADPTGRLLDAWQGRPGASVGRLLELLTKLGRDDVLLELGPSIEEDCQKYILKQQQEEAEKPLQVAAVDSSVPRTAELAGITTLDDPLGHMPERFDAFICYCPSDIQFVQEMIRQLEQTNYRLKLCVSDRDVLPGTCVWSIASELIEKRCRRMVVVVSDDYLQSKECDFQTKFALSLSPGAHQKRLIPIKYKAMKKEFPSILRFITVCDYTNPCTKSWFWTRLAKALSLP
Target sequence (Q9NR96 whole entry, looked up): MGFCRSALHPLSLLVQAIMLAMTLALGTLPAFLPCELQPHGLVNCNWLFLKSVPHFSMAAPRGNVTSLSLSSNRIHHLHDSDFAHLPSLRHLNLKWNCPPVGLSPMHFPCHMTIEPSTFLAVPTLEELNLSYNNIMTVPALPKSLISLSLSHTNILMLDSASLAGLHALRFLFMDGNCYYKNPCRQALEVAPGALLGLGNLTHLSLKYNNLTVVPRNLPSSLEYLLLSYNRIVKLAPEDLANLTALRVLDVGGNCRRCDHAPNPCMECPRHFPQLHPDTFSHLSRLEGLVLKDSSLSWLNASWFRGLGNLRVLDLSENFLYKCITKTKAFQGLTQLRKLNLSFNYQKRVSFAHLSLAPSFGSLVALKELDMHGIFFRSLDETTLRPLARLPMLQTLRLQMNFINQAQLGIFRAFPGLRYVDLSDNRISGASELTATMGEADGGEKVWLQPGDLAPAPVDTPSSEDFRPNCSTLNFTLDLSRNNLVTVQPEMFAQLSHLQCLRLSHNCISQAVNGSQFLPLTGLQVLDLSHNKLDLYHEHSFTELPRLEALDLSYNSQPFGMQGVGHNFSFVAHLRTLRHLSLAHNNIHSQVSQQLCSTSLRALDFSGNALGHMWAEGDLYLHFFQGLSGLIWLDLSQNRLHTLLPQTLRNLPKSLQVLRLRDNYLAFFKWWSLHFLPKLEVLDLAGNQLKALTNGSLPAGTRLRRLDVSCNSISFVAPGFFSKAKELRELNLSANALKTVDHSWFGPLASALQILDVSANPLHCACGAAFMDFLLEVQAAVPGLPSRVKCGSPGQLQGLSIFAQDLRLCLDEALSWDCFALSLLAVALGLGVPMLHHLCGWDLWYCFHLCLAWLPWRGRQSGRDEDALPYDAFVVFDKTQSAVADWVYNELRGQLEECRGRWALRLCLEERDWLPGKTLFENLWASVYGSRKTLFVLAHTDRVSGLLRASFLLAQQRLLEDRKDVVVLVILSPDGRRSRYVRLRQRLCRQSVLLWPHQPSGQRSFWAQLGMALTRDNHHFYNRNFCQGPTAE
MC4R antagonist: MC4R antagonists of cAMP signaling, primary screen, cell-based, TR-FRET, antagonist arm of biased-ligand search; MC4R-expressing cells, MTII-stimulated cAMP, LANCE TR-FRET; AID 540295, 2011; 360,000 tested, 0.48% active; Melanocortin receptor 4 (Homo sapiens), P32245; inhibition, % at 6.5 µM;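 active = inhibition above its plate's cutoff, the mean of tested wells on that plate plus 3 SD, cut at about 29% in these data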;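 note: 0% = Melanotan II alone and 100% = Melanotan II plus saturating MCL0020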
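System – human MC4R-expressing U2OS cells · Also added – Melanotan II · Dosing – one concentration, 6.5 µM nominal · Timing – 30-min compound, 1-h challenge, 1-h detection, room temperature · Measured by – Eu-cAMP/anti-cAMP TR-FRET, emission 671 nm · Replicates – singlicate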
Glyco luc inh: increase of ERlucT glycosylation luciferase signal, primary screen, N-linked glycosylation inhibitor project, D54 ERlucT cells, luminescence, set 2; D54 ERlucT glycosylation luciferase reporter, 24 h; percent of 100 nM tunicamycin response; reporter increase, % at 12.5 µM; AID 588692, 2011; 360,000 tested, 0.23% active;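 active = mean luciferase reporter signal, scaled so untreated is 0 and the glycosylation-blocking control 100, at or above a set limit in every replicate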;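 note: luciferase carries N-glycosylation sites so blocking glycosylation raises the light; 0% = median of neutral control wells and 100% = median of 100 nM tunicamycin wells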
ABHD5-PLIN5 inh: ABHD5-PLIN5 interaction inhibitors, primary screen, cell lysate, split luciferase complementation, luminescence | AID 602281, 2012 | Perilipin-5 (Homo sapiens) + 1-acylglycerol-3-phosphate O-acyltransferase ABHD5 (Homo … | inhibition, % at 4 µM | 360,000 tested, 0.78% active | Split G. princeps luciferase complementation, 4 h;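 active = inhibition above the mean inhibition across every tested compound plus 3 SD, cut at about 22% in these data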;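 note: 0% = DMSO only wells and the 100% control is not disclosed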
Exocytosis inh: LAMP-1 surface exposure blockers, TALL-104 cells – cell-based, flow cytometry, MLPCN library, primary screen; 360,000 tested, 0.66% active; TALL-104 LAMP-1 surface exposure; cells stimulated with thapsigargin and PMA; inhibition, % at 10 µM;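 active = inhibition above about 55%, limit read from the data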
NOD2 RIPK2 PPI: NOD2-RIPK2 binding disruptors in cells, primary screen, fluorescence, CHO cells, BLA complementation; Receptor-interacting serine/threonine-protein kinase 2 (Homo sapiens), O43353; CCF4 ratio; inhibition, % at 4.98 µM; 360,000 tested, 0.38% active; in the data active = inhibition above about 21%;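 note: 0% = vehicle only and 100% = reference blocker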
ABCB6 inh MLPCN: ABCB6 transporter inhibitors, primary screen, K562-ABCB6 cells, flow cytometry, MLPCN library; fluorescence ratio to DMSO, % at 10 µM; 360,000 tested, 0.19% active; ATP-binding cassette sub-family B member 6 (Homo sapiens), Q9NP58; K562-ABCB6 porphyrin accumulation, 1 h; hits give low values;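 active = fluorescence ratio to DMSO below 75%, the collection mean minus 3 SD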;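 note: signal is porphyrin accumulated inside mitochondria; 100% equals median channel fluorescence of DMSO control wells; lower ratio means ABCB6 inhibition with less porphyrin fluorescence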
An asterisk follows results filed as active; · = not tested or not shown. These rows are one share of the data; rates above refer to the full screens.

Sample of the layout:
molecule	aDG glyco up	Vif imaging	MC4R ag barr	TLR9-MyD88 inh	MC4R antagonist	Glyco luc inh	ABHD5-PLIN5 inh	Exocytosis inh	NOD2 RIPK2 PPI	ABCB6 inh MLPCN
COC(=O)Cc1c(C)nc2nc(Cc3ccccc3)[nH]n2c1=O	0.1	9	-2.9	2	5	1	2	0	-4	94
COc1ccc(OC)c(NC(=O)CSc2nnc(-c3ccncc3)s2)c1	0.1	·	-2.4	-4	9	·	-2	3	-3	99
CCCOc1ccccc1N/C(N)=N/c1nc(C)cc(C)n1	0.0	4	-1.7	6	10	2	-2	-1	-2	96
CCc1c(C)nc2[nH]nc(NC(=O)C(F)(F)F)n2c1=O	-0.2	20	0.6	1	2	3	-4	6	-7	100
CC(C)(C)NC(=O)C(c1ccncc1)N(C(=O)Cn1nnc(-c2cccs2)n1)C1CCCCC1 (stereo not given)	0.3	-2	-0.1	8	4	-1	-1	-3	-2	94
CCCNC(=O)c1cccc(S(=O)(=O)N2CC3(C)CC2CC(C)(C)C3)c1 (stereo not given)	0.3	-10	-0.2	3	14	-5	-1	-6	1	95

Results, from the start:
molecule	aDG glyco up	Vif imaging	MC4R ag barr	TLR9-MyD88 inh	MC4R antagonist	Glyco luc inh	ABHD5-PLIN5 inh	Exocytosis inh	NOD2 RIPK2 PPI	ABCB6 inh MLPCN
COC(=O)Cc1c(C)nc2nc(Cc3ccccc3)[nH]n2c1=O	0.1	9	-2.9	2	5	1	2	0	-4	94
COc1ccc(OC)c(NC(=O)CSc2nnc(-c3ccncc3)s2)c1	0.1	·	-2.4	-4	9	·	-2	3	-3	99
CCCOc1ccccc1N/C(N)=N/c1nc(C)cc(C)n1	0.0	4	-1.7	6	10	2	-2	-1	-2	96
CCc1c(C)nc2[nH]nc(NC(=O)C(F)(F)F)n2c1=O	-0.2	20	0.6	1	2	3	-4	6	-7	100
CC(C)(C)NC(=O)C(c1ccncc1)N(C(=O)Cn1nnc(-c2cccs2)n1)C1CCCCC1 (stereo not given)	0.3	-2	-0.1	8	4	-1	-1	-3	-2	94
CCCNC(=O)c1cccc(S(=O)(=O)N2CC3(C)CC2CC(C)(C)C3)c1 (stereo not given)	0.3	-10	-0.2	3	14	-5	-1	-6	1	95
CN1/C(=C\C(=O)Nc2cccc(Cl)c2)C(C)(C)c2ccccc21	0.1	-12	2.0	-3	-5	0	-5	2	-7	259
COC(=O)c1c(C)oc(C)c1S(=O)(=O)NCc1ccc(OC)cc1	-0.2	11	3.2	4	1	0	20	2	-19	99
c1ccc(CCc2nc(-c3ccccc3)no2)cc1	0.3	1	-0.3	3	0	-2	-1	1	-9	84
Cc1ccc(C(=O)NCCSc2ccc(Cl)cc2)cc1[N+](=O)[O-]	0.2	-1	0.3	2	3	-1	-9	1	5	96
Cn1c(Br)nc2c1c(=O)n(CC(O)COc1ccccc1)c(=O)n2C (stereo not given)	0.2	-1	-0.1	-5	13	0	-6	3	-9	94
CCN(CC)CCCn1c2c(c(SCC(=O)Nc3nccs3)nc1=O)CCC2	0.1	-3	-2.0	-8	6	1	-5	0	-3	97
CC(C)(C)NC(=O)CSc1nnc(-c2ccco2)n1Cc1ccco1	0.1	1	-2.3	-4	0	0	13	-3	9	94
O=C(Nc1ccon1)c1ccc(Cl)c(S(=O)(=O)N2CCCCC2)c1	-0.1	-26	-2.7	-22	13	1	6	-15	-11	101
CCN(CC)S(=O)(=O)c1ccc(N2CCOCC2)c(NC(=O)COc2ccccc2)c1	-0.4	-1	-2.6	4	15	-1	-7	0	0	101
COCCN(CC(=O)Nc1cccc(C)c1C)C(=O)c1ccc(-n2cccn2)cc1	0.5	1	-1.6	5	-4	0	8	-6	-1	94
CC1(C)CC(CC(=O)O)CC(C)(C)N1	-0.4	-5	-3.5	1	1	-1	-4	-4	-1	106
Cc1ccc(OCCC(=O)OCC(=O)NNC(=O)c2ccccc2)cc1	-0.3	-7	-2.8	-1	0	-1	2	-3	-6	101
FC(F)(F)c1ccc(NC2=NCCC2)cc1	0.4	3	0.9	0	-9	1	13	0	-10	94
Oc1ccc(Br)cc1/C=N/Nc1ccccn1	0.0	-3	5.4	-8	0	-9	-1	-12	-15	93
Cc1ccc(Oc2nnc(-c3ccc(C)cc3)c3ccccc23)cc1	0.6	-1	3.7	-3	6	-3	8	0	-7	97
CCOC(=O)CNS(=O)(=O)c1ccc(C(=O)O)cc1	0.0	28	-1.3	6	8	3	1	-7	-5	94
S=C(NCCc1ccncc1)Nc1cccc2ccccc12	0.0	2	-0.2	·	-2	-2	3	-1	8	100
C[C@H](NC(=O)OC(C)(C)C)c1nnc(SCC(=O)Nc2ccc(Br)cc2)o1	-0.5	0	0.7	-10	-4	-1	4	-1	3	99
Cc1cc([N+](=O)[O-])ccc1NC(=O)CSc1nncn1-c1ccccn1	-0.1	-14	-3.0	2	-1	-1	-2	-9	-1	94
CCCCNC(=O)c1ccc(CNS(=O)(=O)c2ccc(Br)cc2)cc1	-0.3	-8	-3.4	0	2	-6	2	-2	-2	95
C[C@H]1C=CC(=O)O[C@H]1c1ccccc1	0.5	-8	1.9	1	8	16	10	-2	-2	105
Cc1ccccc1CN1CCN(Cc2ccccc2C(F)(F)F)CC1	0.5	-3	-0.2	-6	1	-1	-13	1	-1	100
CCOc1cc(/C=C2\NC(=S)N(c3c(C)n(C)n(-c4ccccc4)c3=O)C2=O)ccc1O	-0.3	2	-4.0	2	-12	4	-3	1	7	102
Cc1ccc(OCC(O)CNS(=O)(=O)c2ccccc2C(=O)O)cc1 (stereo not given)	-0.2	-7	0.1	1	10	0	3	2	2	109
CCC(=Cc1ccccc1OC)c1ccncc1	0.4	-8	-0.7	-2	-10	2	6	8	-3	96
Cc1nn2c(-c3ccccc3)nnc2c2ccccc12	-0.2	-14	0.3	7	-2	5	3	1	-2	102
CC(C)c1ccccc1NC(=O)c1cccnc1	0.0	4	-1.9	4	7	-1	-4	2	-3	95
CCc1ccc(CNC(=O)C2CCC(=O)N(CCc3ccc(Cl)cc3)C2)nc1 (stereo not given)	-0.1	-6	-5.5	6	8	4	-6	7	-1	99
C[C@@H]1CN([C@H](C)CO)C(=O)CCCn2cc(nn2)CO[C@H]1CN(C)C(=O)Nc1ccc2c(c1)OCO2	0.1	-1	-0.4	4	2	1	-1	-3	9	103
O=C(C[n+]1cccc(/C=N/O)c1)NC(=O)Nc1ccccc1	0.0	·	·	·	·	·	3	-2	8	101
Cn1nc(C(F)(F)F)c(-c2ccccc2)c1NC(=O)CCC(=O)O	0.0	4	-2.2	·	-3	1	6	-1	-8	100
O=C(c1cc([N+](=O)[O-])cc([N+](=O)[O-])c1)N1CCN(Cc2ccc3c(c2)OCO3)CC1	1.2	5	-1.5	-3	-2	2	-3	-4	3	90
CC(C)(C)C1CCc2onc(C(=O)Nc3ccc(F)cc3F)c2C1 (stereo not given)	-0.2	1	8.3*	1	2	-2	-7	2	2	99
COc1cc(C(=O)N2CCN(C(=O)c3cccc4ccccc34)CC2)cc(OC)c1OC	0.1	-3	-0.1	7	12	4	5	-3	-7	101

Later entries.
Each structure is followed by: aDG glyco up, Vif imaging, MC4R ag barr, TLR9-MyD88 inh, MC4R antagonist, Glyco luc inh, ABHD5-PLIN5 inh, Exocytosis inh, NOD2 RIPK2 PPI, ABCB6 inh MLPCN
> Cc1[nH]nc(-c2ccc(OCc3cnn(-c4ccccc4)c3)c(C)c2O)c1Oc1ccccc1
  0.1, 12, -1.3, 3, 3, -2, -5, 6, 2, 99
> COc1cccc(OCCOc2ccccc2[N+](=O)[O-])c1
  0.4, -8, -0.7, -5, 0, 3, 2, -2, -15, 95
> Cc1cc(C)cc(Oc2ccc(S(=O)(=O)N3CCN(C)CC3)cn2)c1
  -0.1, -1, -1.6, -5, 5, 2, 7, -1, 0, 96
> Cc1cc(C(F)F)n2nc(C(=O)Nc3ccc(S(=O)(=O)N4CCCC4)cc3)nc2n1
  0.1, ·, 0.8, 6, -5, -2, -3, -1, -3, 109
> Cn1cnc2cc(NCc3ccccc3O)ccc21
  0.2, 10, -2.0, 8, -1, 0, 2, -3, 1, 97
> COc1ccc(NS(=O)(=O)c2cc(OCC(N)=O)c(C)cc2Cl)cc1
  0.1, 0, 0.2, 5, -2, -1, 7, 15, -14, 94
> NC(=O)Nc1n[nH]c(-c2ccccc2)n1
  -0.1, -6, 0.5, -3, 19, -1, -11, -6, -9, 96
> CCCCCN(C(=O)CCC(=O)OCc1cccc(C)c1)c1c(N)n(CCCC)c(=O)[nH]c1=O
  0.0, -7, -2.1, 2, 11, -1, -9, -1, 6, 99
> CCOc1cc(S(=O)(=O)NCC2OCCc3ccccc32)c(OCC)cc1-n1cnnn1 (stereo not given)
  0.0, 3, 0.1, -8, 11, 1, -4, 3, -8, 93
> COc1ccc(CCC(C)N2CCc3ccccc3C2)cc1 (stereo not given)
  0.0, -6, -1.1, 2, 7, -1, -4, 21, 1, 96
> COc1ccc(/C(C)=N/NS(=O)(=O)c2cc(C)ccc2C)c(OC)c1
  -0.1, -8, -3.2, -1, -2, 0, 2, 3, 0, 102
> COc1cccc(CN2CCN(Cc3cc4ccccc4o3)CC2CCO)c1 (stereo not given)
  0.0, 0, -1.4, -7, 1, -1, -3, 1, -18, 103
> CC(=O)NCCc1nc2cc(NC(=O)c3ccccc3Cl)ccc2n1C
  0.0, ·, -0.3, -6, -3, -1, 5, 19, -1, 96
